SUMO1-SIM PPI: modulators of SUMO1 protein-protein interactions, primary screen, biochemical, uHTS. Small ubiquitin-related modifier 1 (Homo sapiens), P63165. SUMO1 binding to a labelled peptide, TR-FRET, 1 h. inhibition, % at 20 µM. 360,000 tested, 0.33% active; in the data active means inhibition above about 37%
Target sequence (P63165 whole entry, looked up): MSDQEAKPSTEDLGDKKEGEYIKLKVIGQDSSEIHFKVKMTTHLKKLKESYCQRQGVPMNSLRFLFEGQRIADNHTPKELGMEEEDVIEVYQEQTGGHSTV
STEP block: STEP phosphatase inhibitors, primary screen, biochemical, fluorescence intensity, uHTS; Tyrosine-protein phosphatase non-receptor type 5 (Homo sapiens), P54829; recombinant STEP, OMFP fluorogenic substrate; inhibition, % at 20 µM; 360,000 tested, 0.25% active; AID 588621, 2011;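 active means inhibition at 20 µM, scaled per plate between control wells, above about 37%, limit read from the data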;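 further: 0% = DMSO with enzyme and substrate and 100% = substrate only without enzyme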
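Assay system: isolated STEP enzyme. Buffer or medium: pH 6.0 Bis-Tris with DTT and Tween 20. Also added: fluorogenic phosphatase substrate OMFP at 25 µM final. Dosing: 20 µM, 1% DMSO. Timing: 20 min reaction, room temperature, in the dark. Measured by: fluorescence intensity, excitation 480 nm, emission 540 nm. Evaluation: normalized % inhibition.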
Neddyl block: inhibitors of cullin neddylation, primary screen, biochemical, TR-FRET, uHTS, NAE and Ubc12; NEDD8-conjugating enzyme Ubc12 (Homo sapiens) + NEDD8-activating enzyme E1 regulatory …; 360,000 tested, 0.58% active; calls only at 25 µM; AID 651699, 2012; in the data active means inhibition above about 36%
Scp1 inh: Scp-1 phosphatase inhibitors, primary screen, biochemical, colorimetric, uHTS; Carboxy-terminal domain RNA polymerase II polypeptide A small phosphatase 1 (Homo …; Recombinant Scp1, phosphopeptide, malachite green phosphate absorbance; inhibition, % at 20 µM; 340,000 tested, 0.88% active; AID 493091, 2011;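 active means inhibition above about 50% at 20 µM, limit read from the data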;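 further: plate controls were DMSO wells with enzyme for no effect and wells lacking enzyme for full effect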
Target sequence (Q9GZU7 76-261 limits assumed): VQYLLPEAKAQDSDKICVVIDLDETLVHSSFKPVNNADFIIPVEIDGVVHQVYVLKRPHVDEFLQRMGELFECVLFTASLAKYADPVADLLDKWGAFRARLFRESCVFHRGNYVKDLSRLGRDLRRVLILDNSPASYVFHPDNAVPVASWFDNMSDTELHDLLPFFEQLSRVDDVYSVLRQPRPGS
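Test system – truncated SCP-1 phosphatase (76-261aa) · Reagent – Phosphorylated 17-residue peptide substrate · Incubation – 45 min room-temperature reaction, 5 min colour, 30 min stabiliser · Detection – colorimetric phosphate reagent with accelerator and stabiliser, absorbance at 630 nm · Measure – % inhibition at 20 µM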
DNMT1 inh: human DNMT1 methyltransferase inhibitors, primary screen, biochemical, molecular beacon, fluorescence, HinP1I cleavage, uHTS; DNA (cytosine-5)-methyltransferase 1 (Homo sapiens), P26358; inhibition (reported as % activation of signal), % at 10 µM; 360,000 tested, 0.83% active; AID 588458, 2011; in the data active means inhibition above about 50%
Rpn11 block: Rpn11 (PSMD14) deubiquitinase inhibitors, primary screen, biochemical, fluorescence polarization, uHTS; 26S proteasome non-ATPase regulatory subunit 14 (Homo sapiens), O00487; human 26S proteasome, Ub4-pepOG fluorescence polarization; 20S core pre-blocked with epoxomicin; calls only at 20 µM; 360,000 tested, 0.59% active; AID 588493, 2011;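 active means inhibition at 20 µM, scaled to each plate's controls, above about 33%, limit read from the data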
LMPTP inh: LMPTP phosphatase inhibitors, primary screen, biochemical, fluorescence intensity, uHTS. AID 651560, 2012. Low molecular weight phosphotyrosine protein phosphatase (Homo sapiens), P24666. 360,000 tested, 0.22% active. recombinant LMPTP-A, OMFP fluorogenic substrate. inhibition, % at 20 µM;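 active means compounds that cut the enzyme signal by at least half of the control window in the single-dose screen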;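 further: plate controls were DMSO wells with enzyme plus substrate for no effect and substrate without enzyme for full effect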
Target sequence (P24666 whole entry, looked up): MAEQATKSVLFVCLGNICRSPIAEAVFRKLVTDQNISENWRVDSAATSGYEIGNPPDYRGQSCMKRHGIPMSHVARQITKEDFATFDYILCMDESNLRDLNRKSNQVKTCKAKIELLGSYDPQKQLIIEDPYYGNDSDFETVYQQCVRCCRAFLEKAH
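Assay system: LMPTP-A enzyme. Input: 0.625 nM LMPTP-A final. Probe or stimulus: 400 µM OMFP. Compound dosing: single 20 µM dose. Schedule: 50 min dark incubation at room temperature. Detection: fluorescence intensity of OMFP turnover product. Read-out: percent inhibition versus substrate-only and uninhibited controls. Benchmarks: no-enzyme low control, uninhibited high control.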
CSN inh: inhibitors of CSN-mediated cullin deneddylation, primary screen, biochemical, fluorescence polarization, uHTS. COP9 signalosome complex subunit 5 (Homo sapiens), Q92905. Purified CSN, SCF-Nedd8-OG deneddylation. inhibition, % at 12.5 µM. 360,000 tested, 0.38% active. AID 651999, 2013;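 active means pattern-corrected inhibition above about 35%, with an unprinted fluorescence ratio check between 0.5 and 1.5, limit read from the data, passing the limit was not always enough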;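 further: 0% = enzyme with substrate and 100% = substrate without enzyme; some results filed as inactive read as strong as hits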
Target sequence (Q92905 whole entry, looked up, one chain of several): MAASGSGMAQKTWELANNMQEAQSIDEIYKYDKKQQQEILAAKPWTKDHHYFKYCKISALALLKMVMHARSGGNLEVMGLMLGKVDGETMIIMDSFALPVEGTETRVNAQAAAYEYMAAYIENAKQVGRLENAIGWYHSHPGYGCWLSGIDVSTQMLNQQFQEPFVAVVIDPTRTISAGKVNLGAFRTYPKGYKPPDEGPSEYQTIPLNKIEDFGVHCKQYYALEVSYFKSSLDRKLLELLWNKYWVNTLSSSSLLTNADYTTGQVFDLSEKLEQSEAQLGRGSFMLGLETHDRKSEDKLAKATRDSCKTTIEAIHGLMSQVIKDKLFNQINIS
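Test system: Human Csn5 produced in HEK293T cells | Compound: 12.5 µM single point | Times: 90 min, room temperature | Signal: Fluorescence polarization readout | Read-out basis: % inhibition of substrate cleavage by Csn5 | Controls: no-enzyme wells high, enzyme-with-substrate wells low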
NadD inh: inhibitors of S. aureus NadD, primary screen, biochemical, colorimetric, uHTS | Nicotinate-nucleotide adenylyltransferase NadD (Staphylococcus aureus N315) | purified NadD enzyme, colorimetric absorbance read-out | 360,000 tested, 0.78% active | inhibition, % at 20 µM; in the data active means inhibition above about 26%; further: some compounds past the cut are filed as inactive
Rin1-Abl PPI inh: inhibitors of Rin1-Abl protein binding, primary screen, biochemical, TR-FRET | inhibition, % at 7.35 µM | 360,000 tested, 0.4% active; in the data active means inhibition above about 5%, passing the limit was not always enough
Numbers without * were called inactive; i = inactive; x = no result given.

Molecule	SUMO1-SIM PPI	STEP block	Neddyl block	Scp1 inh	DNMT1 inh	Rpn11 block	LMPTP inh	CSN inh	NadD inh	Rin1-Abl PPI inh
CC(Oc1ccc(F)cc1)C(=O)Nc1cccc(S(=O)(=O)N(C)c2ccccc2)c1 (stereo not given)	0	-2	i	x	1	i	0.7	5	-10	-3
O=C(CCSc1nnc2ccc3ccccc3n12)Nc1ccc(F)cc1	-2	4	i	-5	3	i	0.2	5	-4	-6
CCOC(=O)c1c(Nc2ccccc2N)cc(C)nc1C	-1	2	i	5	-1	i	-0.1	-5	10	0
CCn1nc(C(=O)Nc2ccc(S(=O)(=O)Nc3nccs3)cc2)c2ccccc2c1=O	26	-3	i	0	2	i	0.8	-1	7	-2
Cc1cc(C)nc(Oc2ccc(Br)cc2Br)n1	0	-1	i	-5	-1	i	0.6	-2	4	-5
CCC1CCCCN1CCCNC(=O)CCNC(=O)Cn1cnc2ccccc2c1=O (stereo not given)	3	-1	i	4	2	i	-2.0	0	1	0
O=C(c1ccc2snnc2c1)N1CCN(c2ccccn2)CC1	-1	-7	i	-2	1	i	0.9	2	-3	2
Cc1ccnc(NCc2ccc(Cl)cc2)c1	2	0	i	-2	2	i	0.1	2	0	-1

Next part, overlapping the part above by 2 compounds.
Molecule	SUMO1-SIM PPI	STEP block	Neddyl block	Scp1 inh	DNMT1 inh	Rpn11 block	LMPTP inh	CSN inh	NadD inh	Rin1-Abl PPI inh
O=C(c1ccc2snnc2c1)N1CCN(c2ccccn2)CC1	-1	-7	i	-2	1	i	0.9	2	-3	2
Cc1ccnc(NCc2ccc(Cl)cc2)c1	2	0	i	-2	2	i	0.1	2	0	-1
C[C@@H]1CN([C@@H](C)CO)C(=O)CCCn2nncc2CO[C@H]1CN(C)S(=O)(=O)c1cn(C)cn1	8	-2	i	x	4	i	-3.0	-1	-3	-2
Cc1ccccc1NC(=O)CSc1nnc2ccc(-c3ccccn3)nn12	-9	1	i	0	1	i	-1.6	-4	0	-1
O=C(N/N=C/c1ccc(Cl)cc1Cl)c1ccncc1	-10	0	i	-6	1	i	-1.9	9	4	-2
O=C(c1cccs1)N1CCN(Cc2ccccc2[N+](=O)[O-])CC1	-5	1	i	-5	6	i	-1.1	-15	-4	0
O=C1C=C(c2ccc(F)cc2OCc2ccccc2)C[C@@H](c2ccc(Cl)cc2)C1	3	3	i	-15	5	i	3.9	3	-4	-17
CC(C)(C)S(=O)(=O)N1Cc2cc(CO)cc(CCO)c2[C@H]1CCO	3	2	i	-20	2	i	-2.0	0	1	0
CCOC(=O)c1c(C)[nH]c(C)c1C(=O)COC(=O)c1cccs1	8	1	i	-5	1	i	-0.9	3	-2	2
Cc1ccc(-c2nc(CS(=O)CC(=O)N3CCN(c4ncccn4)CC3)c(C)o2)cc1 (stereo not given)	7	-2	i	13	6	i	-2.0	-2	-1	2

14 compounds out of the list, ordered by molar mass, high to low.
Molecule	SUMO1-SIM PPI	STEP block	Neddyl block	Scp1 inh	DNMT1 inh	Rpn11 block	LMPTP inh	CSN inh	NadD inh	Rin1-Abl PPI inh
C[C@@H]1CN([C@@H](C)CO)C(=O)CCCn2nncc2CO[C@H]1CN(C)S(=O)(=O)c1cn(C)cn1	8	-2	i	x	4	i	-3.0	-1	-3	-2
CCn1nc(C(=O)Nc2ccc(S(=O)(=O)Nc3nccs3)cc2)c2ccccc2c1=O	26	-3	i	0	2	i	0.8	-1	7	-2
Cc1ccc(-c2nc(CS(=O)CC(=O)N3CCN(c4ncccn4)CC3)c(C)o2)cc1 (stereo not given)	7	-2	i	13	6	i	-2.0	-2	-1	2
CC(Oc1ccc(F)cc1)C(=O)Nc1cccc(S(=O)(=O)N(C)c2ccccc2)c1 (stereo not given)	0	-2	i	x	1	i	0.7	5	-10	-3
O=C1C=C(c2ccc(F)cc2OCc2ccccc2)C[C@@H](c2ccc(Cl)cc2)C1	3	3	i	-15	5	i	3.9	3	-4	-17
Cc1ccccc1NC(=O)CSc1nnc2ccc(-c3ccccn3)nn12	-9	1	i	0	1	i	-1.6	-4	0	-1
O=C(CCSc1nnc2ccc3ccccc3n12)Nc1ccc(F)cc1	-2	4	i	-5	3	i	0.2	5	-4	-6
Cc1cc(C)nc(Oc2ccc(Br)cc2Br)n1	0	-1	i	-5	-1	i	0.6	-2	4	-5
CC(C)(C)S(=O)(=O)N1Cc2cc(CO)cc(CCO)c2[C@H]1CCO	3	2	i	-20	2	i	-2.0	0	1	0
CCOC(=O)c1c(C)[nH]c(C)c1C(=O)COC(=O)c1cccs1	8	1	i	-5	1	i	-0.9	3	-2	2
O=C(c1cccs1)N1CCN(Cc2ccccc2[N+](=O)[O-])CC1	-5	1	i	-5	6	i	-1.1	-15	-4	0
O=C(N/N=C/c1ccc(Cl)cc1Cl)c1ccncc1	-10	0	i	-6	1	i	-1.9	9	4	-2
CCOC(=O)c1c(Nc2ccccc2N)cc(C)nc1C	-1	2	i	5	-1	i	-0.1	-5	10	0
Cc1ccnc(NCc2ccc(Cl)cc2)c1	2	0	i	-2	2	i	0.1	2	0	-1

Next section
Molecule	SUMO1-SIM PPI	STEP block	Neddyl block	Scp1 inh	DNMT1 inh	Rpn11 block	LMPTP inh	CSN inh	NadD inh	Rin1-Abl PPI inh
CCOC(=O)c1c(CSC(=N)N)n(-c2ccc(Br)cc2)c2cc(Br)c(OC(C)=O)cc12	-1	2	i	0	-2	i	0.6	-1	3	-1
O=C1CC(c2ccccc2)C(=O)N2C(=O)CC(c3ccccc3)C(=O)N12 (stereo not given)	5	-2	i	-10	0	i	-3.5	-1	-7	1
O=C(CSc1ccc(-c2nc3ccccc3[nH]2)cn1)Nc1ccc(S(=O)(=O)N2CCCC2)cc1	-44	8	i	-4	-16	i	1.2	13	29	-2
O=C(/C=C/c1ccco1)N/C(=C\c1ccccc1)C(=O)NCCc1nc2ccccc2[nH]1	-9	-3	i	20	1	i	0.1	-5	2	-1
CCOC(=O)NC1C=CS(=O)(=O)C1 (stereo not given)	-2	-1	i	7	4	i	1.2	4	-1	2
Cc1ccc(C(=O)Nc2scc(-c3ccccc3)c2C(=O)O)o1	7	4	x	-5	-1	i	-0.2	7	-1	-1
CC(=O)Nc1nonc1NC(=O)c1ccc(C(C)(C)C)cc1	2	0	i	-5	1	i	-1.2	0	-6	-2
CC1(C)Cc2c(cnn2-c2ccc(F)cc2)C(NC(=O)c2ccco2)C1 (stereo not given)	2	-1	i	-2	1	i	0.8	1	-3	1

Compound activity deposited in PubChem by several laboratories.
